From PubChem
WRN helicase inh: blocks human WRN helicase; WRN helicase unwinding, fluorescent forked duplex, kinetic; Q14191; Potency, µM (highest dose often 114 µM), without a hit: top-dose activity change, negative = inhibition, most hits filed as inhibitors; actives 0.46% (n = 360,000); note: potency is the fitted concentration of half-maximal effect; % is set by controls: 0 for no effect and ±100 for the full control effect; nearly all actives have a fitted effect of over 55% in size
Target sequence (Q14191 whole entry, looked up): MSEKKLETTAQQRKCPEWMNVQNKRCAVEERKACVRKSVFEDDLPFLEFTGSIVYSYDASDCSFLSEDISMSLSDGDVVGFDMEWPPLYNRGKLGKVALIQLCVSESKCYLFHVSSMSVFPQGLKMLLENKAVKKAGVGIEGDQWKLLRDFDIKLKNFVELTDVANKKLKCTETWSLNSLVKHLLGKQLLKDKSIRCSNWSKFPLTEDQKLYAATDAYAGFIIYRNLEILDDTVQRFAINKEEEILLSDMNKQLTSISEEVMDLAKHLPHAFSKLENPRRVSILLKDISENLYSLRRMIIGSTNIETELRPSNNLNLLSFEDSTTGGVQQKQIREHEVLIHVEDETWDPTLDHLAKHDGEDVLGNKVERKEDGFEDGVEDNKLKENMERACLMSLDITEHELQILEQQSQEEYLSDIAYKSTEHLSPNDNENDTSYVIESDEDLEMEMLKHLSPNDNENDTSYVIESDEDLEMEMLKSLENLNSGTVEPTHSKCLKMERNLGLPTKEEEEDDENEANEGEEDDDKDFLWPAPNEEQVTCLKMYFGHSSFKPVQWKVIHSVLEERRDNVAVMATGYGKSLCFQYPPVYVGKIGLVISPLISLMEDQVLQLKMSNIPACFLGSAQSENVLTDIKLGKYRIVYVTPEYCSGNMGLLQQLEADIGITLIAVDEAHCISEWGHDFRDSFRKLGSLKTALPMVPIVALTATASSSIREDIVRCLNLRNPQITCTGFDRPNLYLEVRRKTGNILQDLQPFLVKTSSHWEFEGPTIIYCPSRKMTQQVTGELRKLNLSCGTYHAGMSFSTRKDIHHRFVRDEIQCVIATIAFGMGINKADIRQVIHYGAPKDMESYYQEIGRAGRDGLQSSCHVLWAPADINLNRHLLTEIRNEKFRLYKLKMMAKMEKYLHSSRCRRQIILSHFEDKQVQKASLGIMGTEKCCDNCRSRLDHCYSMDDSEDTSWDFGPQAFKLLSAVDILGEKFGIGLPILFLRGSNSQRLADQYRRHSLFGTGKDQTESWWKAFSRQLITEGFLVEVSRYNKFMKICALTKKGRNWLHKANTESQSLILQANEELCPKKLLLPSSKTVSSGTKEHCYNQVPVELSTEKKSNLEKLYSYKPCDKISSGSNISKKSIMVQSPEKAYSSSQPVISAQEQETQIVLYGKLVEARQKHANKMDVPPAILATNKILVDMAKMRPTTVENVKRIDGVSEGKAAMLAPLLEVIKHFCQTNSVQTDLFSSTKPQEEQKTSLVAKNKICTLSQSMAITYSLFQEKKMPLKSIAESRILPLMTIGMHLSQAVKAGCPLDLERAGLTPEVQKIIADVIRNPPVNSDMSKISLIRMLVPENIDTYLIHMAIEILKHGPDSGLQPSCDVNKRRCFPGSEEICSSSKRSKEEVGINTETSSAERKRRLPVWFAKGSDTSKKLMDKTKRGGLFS
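Kinetic fluorescence helicase assay: unwinding of a quenched forked DNA duplex (100 nM final) with 2 mM ATP final raises red fluorescence (525/598 nm). Compounds sat 15 min at room temperature with 20 nM WRN beforehand.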
EPAC1 antag: antagonists of human EPAC1. O95398. EPAC1 GEF assay, Rap1b-BODIPY-GDP exchange fluorescence. Potency, µM (series often up to 115 µM), without a hit: top-dose activity change, negative = inhibition, most hits filed as inhibitors. actives 0.14% (n = 360,000);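 note: potency is the fitted concentration of half-maximal effect; plate controls were vehicle for no effect and positive control for full effect; nearly all actives have a fitted effect of over 50% in size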
FUS suppressor: rescues growth of FUS-expressing yeast. S. cerevisiae FUS-expressing, growth rescue, OD600, 24 h. Potency, µM (series often up to 76.6 µM), inactives show top-dose growth rescue (activation), usual class: activators. actives 0.24% (n = 390,000). AID 1347120;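 note: potency is the fitted concentration of half-maximal effect; plate controls were DMSO vehicle for no effect and reference control for full effect; nearly all actives have a fitted effect of over 55% in size; some results filed as inactive show a strong effect at the top dose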
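Steps: raffinose overnight preculture; dilution to OD 0.005 in 2% galactose minimal medium; compound addition (concentration series); 24hr at 30C, 99% humidity; absorbance read at 600 nm.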
PI5P4Ka inh: inhibitors of human PI5P4K alpha; max response, %; actives 1.2% (n = 330,000); P48426; AID 652105; PI5P4Kalpha enzyme, ADP-Glo luminescence, 60 min; active compounds read low; active = max response of -50% or lower; inconclusive = between -30% and -50%; inactive = -30% or higher; note: value at the top dose of about 77 µM; % is set by controls: 0 for no effect and ±100 for the full control effect
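Reactions run in 0.038 M HEPES pH 7.4, 0.28 mM EGTA, 0.1% CHAPS and 5% DMSO, with PI5P4Kalpha, substrate, compound and 5 microM ATP final, one hour at room temperature. Readout is ADP-Glo luminescence.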
PLK1 PBD block: inhibitors of human PLK1 polo-box domain binding; P53350; Plk1 PBD binding of FITC phosphopeptide, fluorescence polarization; Potency, µM, for inactives: max response, negative = inhibition, hits mostly inhibitors; actives 2.8% (n = 360,000); AID 720504; note: potency is the fitted concentration of half-maximal effect; series mostly up to about 57 µM; % is set by controls: 0 for no effect and ±100 for the full control effect; nearly all actives have a fitted effect of over 65% in size
Abeta rescue: A-beta toxicity reversal in yeast. actives 0.063% (n = 410,000). AID 1347071. yeast expressing A-beta42, growth rescue, OD600, 48 h; response scale: 0% DMSO, 100% iron-clioquinol control. Potency, µM (highest dose often 46.1 µM), inactives show at the top dose growth rescue, actives largely listed as activators; note: potency is the fitted concentration of half-maximal effect; nearly all actives have a fitted effect of over 55% in size
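Yeast A-beta toxicity model in growth medium with pinned compounds, 48 h at 30 C; growth read as absorbance at 600 nm. Normalized to FeCl3/clioquinol equimolar mix (positive) and DMSO (negative).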
IL2 activator: activators of IL-2; IL-2 activation reporter assay, cell-based qHTS; stimulated with anti-CD3/CD4/CD28 beads; in transgenic mouse T cells; activation, % (series mostly up to about 46 µM); actives 0.065% (n = 360,000); in the data active = activation above about 50%; inconclusive = mostly about 30% to 49%; note: 0% is about no effect
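Readout: EGFP and DsRed signals by fluorescent plate cytometry. Unstimulated transgenic mouse T cells received compound 60 min before antibody-bead stimulation, then incubated 18 h at 37 degrees C.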
EPAC1 ag: activates human EPAC1 exchange factor; Potency, µM (top dose mostly 154 µM), without a hit: top-dose activation, actives largely listed as activators; actives 0.073% (n = 360,000); AID 720707; EPAC1 agonist qHTS, biochemical assay; response scale: 100% = response to 6.5 mM cAMP; note: potency is the fitted concentration of half-maximal effect; nearly all actives have a fitted effect of over 60% in size
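EPAC1 100 nM, Rap1B–BODIPY-GDP 250 nM, unlabeled GDP 50 uM; compound titration; 5 min RT; kinetic read ex480/em540 at 5-min intervals ×30 min; data normalized to 6.5 mM cAMP agonist control.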
The depositor's hits bear a star; ? = inconclusive; / = not tested or not shown; & = joins results of further samples; [ ] = dose if it differs, or a comment. Unless noted, calls come from the whole dose curve; as a rule, active = well fitted curve in the direction sought with a large enough effect; inconclusive = small, poorly fitted or top-dose-only effect, or another doubt; inactive = no such curve, though single readings can be large; an effect the other way counts as inactive or inconclusive. Rows were taken by chance. About 4.1% of those tested had a hit in this group.

nr	molecule	WRN helicase inh	EPAC1 antag	FUS suppressor	PI5P4Ka inh	PLK1 PBD block	Abeta rescue	IL2 activator	EPAC1 ag
1	CCC(OCC(O)CN1CCN(CCN2C(=O)c3cccc4cccc(c34)C2=O)CC1)c1ccccc1 (centres undefined)	1%[11.6 µM]	-4%	/	-12	-8%	-2%	-1.2	3%
2	O=C(CSc1nnc(-c2ccccc2F)o1)N1CCCC1	-7%	7%	8%	-1	-9%	-16%	-3.9	2%
3	O=S(=O)(NCc1ccc2c(c1)OCO2)c1ccc2c(c1)oc1ccccc12	-18%	-6%	-6%	/	1%	8%	-0.7	22%
4	COc1ccccc1-n1cnnc1SCC(=O)N1CCN(S(=O)(=O)c2ccccc2)CC1	-3%	2%	13%	-1	-8%	-6%	-1.1	4%
5	COC(=O)Cn1c(SCc2ccccc2)nc2ccccc21	-6%	-19%	-2%	5	27µM*	-8%	0.9	-5%
6	COC(=O)c1ccc(N2OC3(C)C=CC2CC3)cc1 (centres undefined)	4%	-15%	18%	8	-4%	33%	-0.3	9%
7	O=C(NCCCN1CCCC1)c1ccc2c(Cl)c3c(nc2c1)CCCC3	20%	-3%	12%	-2	-17%	-33%[inhibitor]	-4.2	9%
8	CC(C)[C@H](NC(=O)c1c(F)cccc1F)C(=O)N1CCN(c2ccc(F)cc2)CC1	8%	10%	?	0	-10%	-16%	0.9	1%
9	C[C@@H]1COC(=O)[C@H](Cc2ccc(F)cc2)C/C=C\C[C@@H](CC(=O)NCCO)C(=O)N1	14%	8%	-18%	-7	5%	3%	-0.7	-20%
10	CC(C)(C)c1ccc(OCCCCCCN2CCNCC2)cc1	-14%	8%	-1%	5	-7%	-71%[inhibitor]	-4.1	4%
11	CCOc1ccccc1NC(=O)C(=O)CC(=O)c1cccc(OC)c1	4%	3%	-18%	7	1%	?	-0.7	2%
12	COc1ccc(OC)c(C(=O)c2coc3ccc(O)c(CN(C)C)c23)c1	3%	-3%	-8%	4	-1%	-15%	0.8	-6%
13	CC(NCC(O)COc1ccccc1)C1COc2ccccc2O1 (centres undefined)	-9%	-21%	-29%	9	1%	2%	-2.5	4%
14	O=C(N/N=C/C=C/c1cccc([N+](=O)[O-])c1)c1ccncc1	-8%	-4%	13%	7	4%	-18%	-6.0	-2%
15	Fc1ccc(COc2cccc(-c3n[nH]c(=S)o3)c2)cc1	2%	-14%	-1%	-52*	6.7µM*	-39%[inhibitor]	0.1	-2%
16	O=C(NCC1COc2ccccc2O1)c1cc(S(=O)(=O)N2CCOCC2)ccc1F (centres undefined)	1%	-2%	34%	0	-1%	-3%	-2.6	0%
17	O=C(NC1CCN(Cc2ccccc2)CC1)C(NS(=O)(=O)c1cccc2nsnc12)c1ccccc1 (centres undefined)	-7%	-16%	-15%	2	-2%	-9%	1.0	7%
18	COc1ccc(S(=O)(=O)N2CCOCC2)cc1NC(=O)c1ccc(OC(F)F)cc1	0%	?	9%	-3	-3%	13%	-3.2	2%
19	CCc1c(O)nc(SCC(=O)NCc2ccco2)[nH]c1=O	-15%	-4%	13%	-21	-13%	-1%	1.7	7%
20	CC(C)(C)CNC(=O)c1ccc2c(c1)S(=O)(=O)c1cc(Cl)ccc1C2=O	7%	-6%	-12%	6	-4%	3%	-0.2	5%
21	COc1ccc(C(=O)Nn2c(SCC(=O)NCc3ccco3)nc3ccccc3c2=O)cc1	-24%[57.1 µM]	0%	15%	2	-12%	6%	-0.5	0%
22	COc1ccc(C(=O)/C=C/Nc2ccc(C)cn2)cc1OC	-16%	-2%	20%	/	-1%	-16%	-2.2	3%
23	COC1=C(N)C(=O)c2nc(C)ccc2C1=O	-33%	1%	/	-4	-20%	-3%	-1.3	-2%
24	O=c1c2cc(F)ccc2sn1-c1ccccc1	-5%	-2%	-14%	-85*	1.1µM*	9%	-0.9	-6%

3 structures from above, ordered by length of the SMILES, falling:
nr	molecule	WRN helicase inh	EPAC1 antag	FUS suppressor	PI5P4Ka inh	PLK1 PBD block	Abeta rescue	IL2 activator	EPAC1 ag
17	O=C(NC1CCN(Cc2ccccc2)CC1)C(NS(=O)(=O)c1cccc2nsnc12)c1ccccc1 (centres undefined)	-7%	-16%	-15%	2	-2%	-9%	1.0	7%
14	O=C(N/N=C/C=C/c1cccc([N+](=O)[O-])c1)c1ccncc1	-8%	-4%	13%	7	4%	-18%	-6.0	-2%
19	CCc1c(O)nc(SCC(=O)NCc2ccco2)[nH]c1=O	-15%	-4%	13%	-21	-13%	-1%	1.7	7%

The list goes on:
nr	molecule	WRN helicase inh	EPAC1 antag	FUS suppressor	PI5P4Ka inh	PLK1 PBD block	Abeta rescue	IL2 activator	EPAC1 ag
25	C=CCc1ccccc1OCC(O)CN1CCN(c2ccc(OC)cc2)CC1 (centres undefined)	-5%	1%	18%	0	-3%	8%	2.9	4%
26	CSCCC(NC(=O)c1occc1C)C(=O)O (centres undefined)	1%	-12%	11%	1	-11%	0%	-0.2	0%
27	Cc1cc(C=C2C(=O)CCCC2=O)c(C)n1-c1ccccc1	-15%[11.6 µM]	-8%	/	?	?	-4%	-3.0	-4%
28	O=C(NCc1ccccc1)C1C(c2ccccc2)=Nc2ccccc2N1C(=O)c1cccnc1 (centres undefined)	2%	-12%	28%	-4	-18%	?	1.3	10%
29	Cc1cccc(NC(=O)CSCC(=O)N(C)CCOc2ccc(Cl)cc2)c1	-9%	-12%	37%	11	-4%	26%	-0.7	50µM*
30	Cc1ccc(NC(=O)CSc2nn(-c3ccccc3)c(=S)s2)cc1S(=O)(=O)N(C)C	-18%	-30%	/	11	-12%	14%	-0.4	-16%
31	Cc1ccc(S(=O)(=O)NC2CC2)cc1[N+](=O)[O-]	0%	-12%	-37%	-1	-4%	0%	-2.7	6%
32	CCOc1cc(/C=C2/C(=N)N3OC(C)=CC3=NC2=O)ccc1OCCOc1ccccc1	-4%	-11%	12%	-2	1%	-7%	0.7	12%
33	O=C(NCc1ccc(F)cc1)N1CCN(S(=O)(=O)c2ccccc2F)CC1	-2%	5%	-2%	3	3%	4%	3.6	2%
34	Cc1ccc2c(c1)[C@H]1[C@H](CO2)[C@H](c2ccccc2)[C@]2(C)C(=O)Nc3ccccc3C(=O)N12	-7%	-21%	?	-12	-4%	-2%	0.8	-16%
35	CCc1ccc(CN2CCN(C(=O)c3ccco3)CC2)cc1	-11%	-16%	22%	5	-12%	-2%	-2.0	-15%
36	CCSc1nnc([C@@H]2CCCN2C(=O)OC(C)(C)C)o1	-16%[57.1 µM]	4%	-10%	3	-5%	24%	0.5	-7%

Profiles as entered above. Values in the order: WRN helicase inh | EPAC1 antag | FUS suppressor | PI5P4Ka inh | PLK1 PBD block | Abeta rescue | IL2 activator | EPAC1 ag
Results for Cc1cc(C=C2C(=O)CCCC2=O)c(C)n1-c1ccccc1 : -15%[11.6 µM] | -8% | / | ? | ? | -4% | -3.0 | -4%
Results for CSCCC(NC(=O)c1occc1C)C(=O)O (centres undefined) : 1% | -12% | 11% | 1 | -11% | 0% | -0.2 | 0%

The results go on:
nr	molecule	WRN helicase inh	EPAC1 antag	FUS suppressor	PI5P4Ka inh	PLK1 PBD block	Abeta rescue	IL2 activator	EPAC1 ag
37	O=C(Nc1ccc(OC(F)(F)F)cc1)C1CCCN(S(=O)(=O)c2cccnc2)C1 (centres undefined)	0%	-10%	30%	8	-3%	24%	-0.8	-9%
38	O=C(NCC1CCCCC1)c1csc([C@@H]2O[C@H](CO)[C@H](O)[C@H](O)[C@H]2O)n1	0%	3%	-20%	0	-4%	9%	0.2	-2%
39	CCOC(=O)Nc1ccc2c(CN3C(=O)NC(CC)(CC)C3=O)cc(=O)oc2c1	-10%	11%	40%	-21	-5%	8%	1.3	-2%
40	O=S(=O)(Nc1ccc(N2CCOCC2)cc1)c1ccccc1	-6%	2%	12%	-6	-9%	-4%	-0.9	2%
41	Cc1cc(N2CCN(C)CC2)nc2ccc(NC(=S)N3CCCCC3)cc12	-3%	14%	15%	0	-14%	-6%	-0.6	3%
42	O=C(NNC(=O)C1C2C=CC(C2)C1C(=O)O)c1cc(Cl)ccc1O (centres undefined)	-2%	-13%	15%	2	-1%	9%	-0.7	4%
43	Cc1ccc(C(=O)Nc2cccc(C(F)(F)F)c2)cc1NC(=O)c1ccno1	-1%&-4%	-3%&-19%	-21%&-22%	-3&-7	-1%&-10%	9%&1%	1.7&-0.3	-10%&0%
44	O=[N+]([O-])c1ccc(Cl)c(C[n+]2cccc3ccccc32)c1	-8%	0%	-7%	6	3%	-7%	-0.4	8%
45	O=c1oc2ccccc2c(N2CCCCC2)c1CN1CCCC1	-6%	-7%	18%	/	-8%	0%	1.4	12%
46	COc1ccc(-c2ccc(NS(=O)(=O)c3cc([N+](=O)[O-])c(C)c([N+](=O)[O-])c3)cc2)nn1	-3%	-6%	-11%	-14	-19%	-11%	0.6	4%
47	CN1CCN(S(=O)C23CC4CC(CC(C4)C2)C3)CC1 (centres undefined)	5%	20%	25%	/	-10%	-4%	-2.4	8%
48	CC(=O)Nc1ccc(S(=O)(=O)NCC(=O)OCC(=O)NC(=O)C2CCCCC2)cc1	-20%	2%	/	-5	-17%	10%	0.1	3%

Random excerpt: 6 entries already listed
nr	molecule	WRN helicase inh	EPAC1 antag	FUS suppressor	PI5P4Ka inh	PLK1 PBD block	Abeta rescue	IL2 activator	EPAC1 ag
43	Cc1ccc(C(=O)Nc2cccc(C(F)(F)F)c2)cc1NC(=O)c1ccno1	-1%&-4%	-3%&-19%	-21%&-22%	-3&-7	-1%&-10%	9%&1%	1.7&-0.3	-10%&0%
44	O=[N+]([O-])c1ccc(Cl)c(C[n+]2cccc3ccccc32)c1	-8%	0%	-7%	6	3%	-7%	-0.4	8%
37	O=C(Nc1ccc(OC(F)(F)F)cc1)C1CCCN(S(=O)(=O)c2cccnc2)C1 (centres undefined)	0%	-10%	30%	8	-3%	24%	-0.8	-9%
48	CC(=O)Nc1ccc(S(=O)(=O)NCC(=O)OCC(=O)NC(=O)C2CCCCC2)cc1	-20%	2%	/	-5	-17%	10%	0.1	3%
39	CCOC(=O)Nc1ccc2c(CN3C(=O)NC(CC)(CC)C3=O)cc(=O)oc2c1	-10%	11%	40%	-21	-5%	8%	1.3	-2%
38	O=C(NCC1CCCCC1)c1csc([C@@H]2O[C@H](CO)[C@H](O)[C@H](O)[C@H]2O)n1	0%	3%	-20%	0	-4%	9%	0.2	-2%
